From PubChem
SSB-PriA inh: K. pneumoniae PriA-SSBct interaction inhibition; inhibition, % at 33 µM; actives 0.6% (n = 430,000); AlphaScreen SSBct-PriA binding, biotinylated peptide; in the data active = inhibition mostly above about 37%, no sharp cut-off; inactive = mostly below about 20%;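 note: plate controls were negative control peptide for no effect and reference peptide for full effect; strong numbers were not always called active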
* hit, by the source's call; & = joins results of further samples. A portion of the library; count on the stated rates, not on these rows.

SMILES	SSB-PriA inh
CS(=O)(=O)c1ccc2nc(NC(=O)C3CCCN(S(C)(=O)=O)C3)sc2c1 (stereo not given)	-7
S=c1[nH]cc(-c2ccc(Cl)c(Cl)c2)n1-c1cccc(Cl)c1	-3
CC(Oc1ccc2c(c1)OCO2)C(=O)N1CC(n2cc(COc3ccccc3)nn2)C1 (stereo not given)	-2
Cc1cccc(CC(=O)NCCc2ccc(N3CCCC3)cc2)c1	-10
Cc1csc(NC(=O)C2CN(S(C)(=O)=O)C2)n1	-38
O=C(CCSc1ccccc1)NCCc1ccoc1	5
CCCCN1C(=O)CCc2cc(NC(=O)C3CC3)ccc21	-10
CCS(=O)(=O)N1CCc2ccc(NS(=O)(=O)c3ccc(F)cc3F)cc2C1	-4
CCOc1ccc(-c2ccc(N3CCN(C(=O)c4ccc5ccccc5n4)CC3)nn2)cc1	-5
Cc1cc(NC(=O)C(=O)c2cn(CC(=O)N3CCOCC3)c3ccccc23)ccc1Br	0
COc1c(C)cc(S(=O)(=O)NCC2CCN(c3ccncc3)CC2)cc1C	-3
Cc1ccccc1OCC(=O)N1CCC(S(=O)(=O)Cc2ccco2)CC1	-15
CCOc1ccc(S(=O)(=O)NCC2CCN(Cc3cccs3)CC2)cc1F	-4&3
CCOC(=O)NCCn1nc(C(F)(F)F)cc1C1CC1	-7
O=C(Nc1nc2ccc(F)cc2s1)c1cc(Cl)ccc1Cl	-6
CC(C)NC(=O)CCCCn1c(=O)c2ccccc2n(CC(=O)NCc2ccccc2Cl)c1=O	-16
Nc1c(C(=O)c2ccc(Br)cc2)sc2nc3c(cc12)CCC3	-8
CCOc1ccc(-c2nnc3ccc(SCC(=O)Nc4nccs4)nn23)cc1	-2
O=C(c1ccsc1)N(Cc1cnc2ccccn12)C1CC1	-5
COc1cccc2cc(C(=O)N3CCC(Oc4cccnn4)CC3)oc12	-1

The closing five records of the section before come first, to join the parts.
SMILES	SSB-PriA inh
CC(C)NC(=O)CCCCn1c(=O)c2ccccc2n(CC(=O)NCc2ccccc2Cl)c1=O	-16
Nc1c(C(=O)c2ccc(Br)cc2)sc2nc3c(cc12)CCC3	-8
CCOc1ccc(-c2nnc3ccc(SCC(=O)Nc4nccs4)nn23)cc1	-2
O=C(c1ccsc1)N(Cc1cnc2ccccn12)C1CC1	-5
COc1cccc2cc(C(=O)N3CCC(Oc4cccnn4)CC3)oc12	-1
Cc1cc(C)c(NC(=O)C(=O)NC[C@@H](c2cccs2)N2CCc3ccccc3C2)c(C)c1	-16
Cc1nc2c(=O)n(Cc3ccc(Cl)cc3Cl)nc(-c3ccco3)c2s1	-2
Cc1ccc(S(=O)(=O)OCC2CCN(C(=O)OC(C)(C)C)CC2)cc1	10
c1ccc2c(CCNc3ncnc4[nH]ncc34)c[nH]c2c1	-10
COc1ccc(C2C(=C(O)c3ccc4c(c3)CC(C)O4)C(=O)C(=O)N2Cc2cccnc2)cc1 (stereo not given)	-20
Cc1[nH]c2ccccc2c1C(=O)CSc1ncnc2sc3c(c12)CCC3	-4
O=C([C@@H]1CSc2nccc(=O)n2C1)N1CCN(c2ccccc2Cl)CC1	-16
O=C(NCc1ccsc1)C1CC1	-5&-1
Cn1ccnc1S(=O)(=O)C1CCN(C(=O)c2cc(-c3ccc(F)cc3)nn2C)CC1	2
Cc1cc(C)n(CCN2CCCN(C(=O)Cc3cn(C)c4ccccc34)CC2)n1	0
O=C(Nc1ncnc2c1CCC2)c1nc2ccccc2s1	-12
O=C(Nc1cccc2cnccc12)c1cccc(S(=O)(=O)N2CCOCC2)c1	7
Cc1cccc(N=Cc2c(O)n(Cc3ccc4c(c3)OCO4)c(=O)c3ccccc23)n1	0
Brc1ccc(CSc2nccn3nc(-c4ccccc4)cc23)cc1	-5
CC(Oc1ccc(F)cc1)C(=O)Nc1cc(Cl)ccc1Cl (stereo not given)	-9
Cc1cc(C)c(C)c(S(=O)(=O)Nc2ccc(C(=O)N3CCC(Cc4ccccc4)CC3)cc2)c1C	-17
C=CCNC(=O)C(=O)NC(C)CCc1ccccc1 (stereo not given)	-20
CCOc1ccc(-c2cc(C(=O)Nc3ccc(S(=O)(=O)N(CC)c4ccccc4)cc3)no2)cc1	-5
C[n+]1c(-c2ccccc2)sc2c1-c1ccccc1C2	7
COc1ccc(-c2cc(C(=O)NN=C(C)c3cccnc3)c3cc(C)ccc3n2)cc1OC	-10

In the list so far, these contain an NH in an aromatic ring.
SMILES	SSB-PriA inh
S=c1[nH]cc(-c2ccc(Cl)c(Cl)c2)n1-c1cccc(Cl)c1	-3
c1ccc2c(CCNc3ncnc4[nH]ncc34)c[nH]c2c1	-10
Cc1[nH]c2ccccc2c1C(=O)CSc1ncnc2sc3c(c12)CCC3	-4

(next part)
SMILES	SSB-PriA inh
O=C(Cn1ncccc1=O)N1C2CCC1CC(S(=O)(=O)c1ccccc1)C2 (stereo not given)	88*
COc1ccccc1N1CCN(N=Cc2ccc(O)c(O)c2)CC1	22
CC(C)COC(=O)c1ccc(NC(=O)C23CCC(C)(C(=O)C2=O)C3(C)C)cc1 (stereo not given)	12
Cc1cc(NS(=O)(=O)c2ccc(NC(=O)c3ccc(-n4ccnc4C)nn3)cc2)nc(C)n1	-6
Cc1ccc(S(=O)(=O)N2CCC(c3nnc(C4CC4)s3)CC2)cc1C	-10
NC(=O)c1oc2ccccc2c1NC(=O)c1ccc(Oc2ccc(C(=O)Nc3c(C(N)=O)oc4ccccc34)cc2)cc1	-10
CCOc1ccc(N2CC(CNC(=O)Cc3cccs3)CC2=O)cc1 (stereo not given)	-8
COc1cccc2sc(N(C)CC(=O)NCc3ccccc3Cl)nc12	-1
COc1ccccc1C=NNC(=O)CN(C1=NS(=O)(=O)c2ccccc21)c1ccccc1	-3
CC(C)(C)c1csc(CN2CCN(CC(=O)Nc3ccc(OC(F)(F)F)cc3)CC2)n1	-16&-19
CC(C)(C)NC(=O)NCCOc1ccc(F)cc1	2
CS(=O)(=O)c1ccc(CCC(=O)N2CC(n3cc(-c4ccccc4)nn3)C2)cc1	-2
CC(=NO)c1ccc2ccc3ccccc3c2c1	-6
CCOc1ccc2nc(NC(=O)c3ccc(-n4nc(C)cc4C)nn3)sc2c1	-10
NC(=O)c1ccccc1NS(=O)(=O)c1c[nH]c(=O)[nH]c1=O	-4
CCOc1ccc(NC(=O)CSc2nc3ccccc3c(=O)n2NC(=O)c2ccccc2)cc1	1
O=C(NCCn1nc(-c2ccc(F)cc2)ccc1=O)c1c[nH]c(=O)n(Cc2ccccc2F)c1=O	-6
O=C(Nc1ccc2c(c1)OCCO2)c1cn[nH]n1	-4
COc1ccc(CCn2c(-c3ccc(Br)cc3)nc(=S)c3c2CCCC3)cc1OC	-12
CCCCOc1ccc(S(=O)(=O)N2CCN(c3ccc4nnc(CC)n4n3)CC2)cc1	-2
Cc1cc(C)nc(SCc2c(C(=O)N3CCN(c4cccc(Cl)c4)CC3)nnn2-c2ccccc2)n1	17
COCCn1c(SCc2nc(-c3ccc(OC)cc3)oc2C)nc2ccccc2c1=O	-24
O=C(Nc1ccc2c(c1)CN(C(=O)c1ccccc1)CC2)c1ccc(F)cc1	-5&-1
O=C(NCCn1ncc2c(=O)n(Cc3ccc([N+](=O)[O-])cc3)cnc21)c1ccc(F)c(F)c1	1
CSc1ccc2nc(Nc3cccc(Br)c3)sc2c1	-5&10
C=CCN(CC=C)S(=O)(=O)c1ccc(C(=O)N2CCN(C(=O)c3ccc(S(=O)(=O)N(CC=C)CC=C)cc3)CC2)cc1	-11
CSc1ccc(-c2noc(-c3sccc3S(=O)(=O)N(C)c3ccc(C)c(C)c3)n2)cc1	-5
Cc1ncc2c(SCC(=O)Nc3cc(F)cc(F)c3)ncnc2n1	0
COc1ccc(S(=O)(=O)N2CCOCC2)cc1C(=O)Nc1cc(C(F)(F)F)cc(C(F)(F)F)c1	-10
CS(=O)(=O)C1CCN(C(=O)c2cccc(Oc3ccccn3)c2)CC1	8
CCCS(=O)(=O)N1CCCc2cc(NC(=O)COc3ccc(Cl)cc3)ccc21	-6
CC1CCN(S(=O)(=O)c2ccc3[nH]cc(C(=O)NCC4COc5ccccc5O4)c(=O)c3c2)CC1 (stereo not given)	4
COc1cccc2sc(N(C)CC(=O)Nc3cccc(OC(F)F)c3)nc12	-22
COC(=O)c1cccc(Nc2nn3c(=O)c4cc(OC)c(OC)cc4nc3s2)c1	-20
O=S(=O)(c1ccc(Cl)cc1)c1nc(-c2cccs2)oc1N1CCOCC1	44*
O=C(COc1ccccc1F)N1CCN(c2nccn3nc4c(c23)CCCC4)CC1	12
O=C(Nc1ccc2oc(=O)ccc2c1)c1cccs1	-8
Cn1nc(C2CCN(C(=O)CCn3cnc4ccccc4c3=O)CC2)n(C2CC2)c1=O	-17
COc1ccc(CCNC(=O)NCC(c2ccsc2)N(C)C)cc1 (stereo not given)	-2
O=C(O)CCCn1nnc2ccccc2c1=O	1

Four entries out of the list, ordered by formula weight, high to low.
SMILES	SSB-PriA inh
Cc1cc(C)nc(SCc2c(C(=O)N3CCN(c4cccc(Cl)c4)CC3)nnn2-c2ccccc2)n1	17
O=C(NCCn1ncc2c(=O)n(Cc3ccc([N+](=O)[O-])cc3)cnc21)c1ccc(F)c(F)c1	1
O=C(COc1ccccc1F)N1CCN(c2nccn3nc4c(c23)CCCC4)CC1	12
CS(=O)(=O)C1CCN(C(=O)c2cccc(Oc3ccccn3)c2)CC1	8

(cont.)
SMILES	SSB-PriA inh
O=C1O[C@]2(CCCN(C(=O)c3cc4ccccc4[nH]3)C2)c2ccccc21	5
COc1ccc(-c2[nH]c(-c3ccc(Br)cc3)nc2SCC(=O)Nc2ccc3c(c2)OCCO3)cc1OC	-2
C/C(=C/C(=O)O)C(=O)Nc1ccc(S(=O)(=O)N2CCOCC2)cc1	-3
COc1ccc(CNC(=O)N2CCC(CSCc3ccco3)CC2)cc1	0
COc1cccc(CC(=O)Nc2nc3cc4c(cc3s2)OCCO4)c1	8
CSc1ncc(Cl)c(C(=O)N2CCN(c3cccc(C)c3C)CC2)n1	2
Cn1c(SCC(=O)Nc2ccc(F)cc2F)nnc1-c1c[nH]c2ccccc12	-9
CCS(=O)(=O)c1ccccc1C(=O)N1CCN(c2nc3cc(C)cc(C)c3s2)CC1	-7
O=C(CN1CCOCC1)NN=Cc1ccccc1	-1
CC(C)n1c(=O)c2ccc(C(=O)NC3CCCC3)cc2n2c(=O)n(Cc3cccc(C(F)(F)F)c3)nc12	-18
COCCCn1c(-c2ccc(F)cc2)n[nH]c1=S	9
N#Cc1nccnc1N1CCC(CNC(=O)C(=O)Nc2ccc(C(F)(F)F)cc2)CC1	-21
Cc1ccc(-c2nsc(SCC(=O)Nc3nccs3)n2)cc1	-18
Cc1cc(N2CCOCC2)nc(Nc2ccc(NC(=O)CCCc3ccccc3)cc2)n1	-15
Cc1oncc1C(=O)NCC1CCN(C(=O)c2ccoc2)CC1	2
O=C1NC2=C(C(=O)N(CCc3ccccc3)C2)C(c2ccccc2Cl)N1 (stereo not given)	1
O=C(Cc1ccsc1)N1CCSC(c2ccccc2F)CC1 (stereo not given)	-6
Cc1ccc(/C=C/S(=O)(=O)NCC2(c3ccc(F)cc3)CC2)cc1	-7
O=C(c1ccco1)N1CCCc2ccc(NS(=O)(=O)c3ccccc3[N+](=O)[O-])cc21	6
CCCc1cc(=O)[nH]c(-n2nc(-c3ccco3)cc2NC(=O)COc2cccc3c2OC(C)(C)C3)n1	10
O=C(Cc1c[nH]c2ccccc12)N1CCc2ncncc2C1	-13
COc1ccc(C=Nn2c(-c3cccs3)n[nH]c2=S)cc1	-1
O=C(Cn1ccc2ccccc21)N1CCSC(c2ccccc2Cl)CC1 (stereo not given)	2
CCc1nnc(NC(=O)c2ccccn2)s1	104*
CC(C)C(=O)Nc1ccc(C(=O)NCCNS(=O)(=O)/C=C/c2ccccc2)cc1	2
O=C1OCCNC1=CC(=O)c1ccccc1	-7
COc1ccccc1-c1ccc(SCC(=O)Nc2nc3ccccc3s2)nn1	-12
CC(C)C(=O)Nc1ccc(SCC(=O)Nc2ccccc2C(F)(F)F)nn1	-11
O=C(NCCc1csc2nc(-c3ccc(Cl)cc3)nn12)C(=O)Nc1ccc(Cl)cc1	6
CCCCCOCC1CC(CC(C)=NNC(N)=O)(C(=O)OCC)C(=O)O1 (stereo not given)	-5
O=C(CSc1ccccn1)c1ccc(O)c(O)c1	-16
O=S1(=O)CCC(CNS(=O)(=O)c2ccc(Cl)s2)C1 (stereo not given)	-6
CCC(=O)Nc1ccc(C(=O)NCCNC(=O)Nc2ccc3c(c2)OCO3)cc1	0
O=C(CCCn1nc(-c2ccco2)ccc1=O)Nc1ccc(Cl)cc1Cl	5
O=C1/C(=C/c2ccccc2I)N=C2CCCCCN12	-20
Cc1ccc(S(=O)(=O)N=C2NC(=O)/C(=C\c3ccco3)S2)cc1	-6
CCOc1ccccc1NC(=O)c1ccc(S(=O)(=O)NCc2ccco2)o1	3
COc1cncnc1N	-12
O=[N+]([O-])c1cccc(CSc2ncc(CO)n2Cc2ccccc2)c1	-5
COc1ccc(NC(=O)C(C)Oc2ccc(C(C)=NO)cc2)cc1 (stereo not given)	-12
Cn1cc(CC(=O)N2CCN(c3cccc(C(F)(F)F)c3)CC2)c2ccccc21	-5&-3
COc1cccc(C(=O)Nc2ccc3c(c2)N(CCC(C)C)C(=O)C(C)(C)CO3)c1	22
COc1ccccc1-n1c(CNC(=O)c2ccc(S(=O)(=O)N3CCOCC3)cc2)nnc1SCc1ccc(Br)cc1	-2
Cc1cn2c3c(=O)[nH]c(=O)n(C)c3nc2n1CCN1CCN(C(=O)c2ccco2)CC1	-7
Cc1c(C(=O)NCCn2nc(C(F)(F)F)n(C)c2=O)cnn1-c1ccccc1	-3
O=C(c1ccc(Br)cc1)N1CCN=C1SCc1cccc(F)c1	-10
Cc1nc(SCC(=O)Nc2ccccc2C(F)(F)F)cc(-c2ccccn2)n1	-8
Cc1cc(NC(=O)Cn2nc(C3CCN(S(C)(=O)=O)CC3)n(-c3cccs3)c2=O)no1	-15&-11
O=C(CCc1ccc(Cl)c(C(F)(F)F)c1)NC[C@H]1CCCN1c1nccs1	-9
